EPAC2 ag – agonists of human EPAC2 (RAPGEF4). Q8WZA2. EPAC2 activation, biochemical qHTS; response scale: 100% = 6.5 mM cAMP response. Potency, µM (highest dose often 154 µM), for the others: at the top dose activation, actives largely listed as activators. 360,000 compounds, 0.079% hits; note: potency is the fitted concentration of half-maximal effect; nearly all actives have a fitted effect of over 50% in size
Target sequence (Q8WZA2 whole entry, looked up): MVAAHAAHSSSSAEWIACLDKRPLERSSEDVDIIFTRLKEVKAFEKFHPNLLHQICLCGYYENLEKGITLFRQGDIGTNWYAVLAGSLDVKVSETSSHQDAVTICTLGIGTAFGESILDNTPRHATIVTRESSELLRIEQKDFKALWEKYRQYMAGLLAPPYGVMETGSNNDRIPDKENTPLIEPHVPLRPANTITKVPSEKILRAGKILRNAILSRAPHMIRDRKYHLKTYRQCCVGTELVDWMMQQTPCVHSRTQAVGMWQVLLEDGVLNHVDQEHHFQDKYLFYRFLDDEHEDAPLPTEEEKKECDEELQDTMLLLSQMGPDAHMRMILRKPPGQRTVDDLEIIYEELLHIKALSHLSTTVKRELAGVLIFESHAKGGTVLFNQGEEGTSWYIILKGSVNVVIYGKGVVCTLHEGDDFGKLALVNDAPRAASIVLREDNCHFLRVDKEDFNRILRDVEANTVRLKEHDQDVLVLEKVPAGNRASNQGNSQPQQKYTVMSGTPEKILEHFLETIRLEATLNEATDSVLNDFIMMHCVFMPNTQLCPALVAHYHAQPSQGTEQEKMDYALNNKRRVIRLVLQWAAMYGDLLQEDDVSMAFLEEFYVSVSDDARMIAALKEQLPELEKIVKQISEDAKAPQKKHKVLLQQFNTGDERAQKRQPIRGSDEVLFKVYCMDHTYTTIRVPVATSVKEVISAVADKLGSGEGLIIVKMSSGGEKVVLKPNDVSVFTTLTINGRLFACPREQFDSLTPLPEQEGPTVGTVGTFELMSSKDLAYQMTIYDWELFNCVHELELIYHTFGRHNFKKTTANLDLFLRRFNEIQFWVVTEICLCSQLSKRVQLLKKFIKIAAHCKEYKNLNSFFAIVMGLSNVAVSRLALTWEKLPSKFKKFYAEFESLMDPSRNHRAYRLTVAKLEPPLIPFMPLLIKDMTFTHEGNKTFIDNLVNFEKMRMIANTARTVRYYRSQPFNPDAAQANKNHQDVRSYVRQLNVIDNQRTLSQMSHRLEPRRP
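Compounds were added across a concentration range to EPAC2 (100 nM), RAP1B-BODIPY-GDP (250 nM) and GDP (50 uM). After 5 min at room temperature, fluorescence was recorded at 5-min intervals for 30 min.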
Nrf2 activator – activates Nrf2 signaling; 410,000 compounds, 0.31% hits; AID 624171; Potency, µM (top dose mostly 46.1 µM), inactives show at the highest dose activation, actives largely listed as activators; AREc32 ARE-luciferase reporter (MCF7-derived line), luminescence, 24 h; note: potency is the fitted concentration of half-maximal effect; % of control where 0% means no effect; nearly all actives have a fitted effect of over 65% in size
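Each well held 1000 AREc32 cells, which were incubated with compound for 24 hr at 37 deg C after overnight attachment, and ARE reporter activity was quantified by firefly luciferase luminescence.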
Nrf2 block – blocks Nrf2 signaling; A549 ARE-Fluc reporter, luciferase luminescence, 18-24 h; Potency, µM (series often up to 46 µM), without a hit: at the highest dose activity change, negative = inhibition, usual class: inhibitors; 360,000 compounds, 2.1% hits; AID 504444; note: potency is the fitted concentration of half-maximal effect; % is set by controls: 0 for no effect and ±100 for the full control effect; nearly all actives have a fitted effect of over 60% in size
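Nrf2 function is reported as luminescence of an ARE-controlled luciferase in A549 cells. Compounds were tested at several concentrations, and a CellTiter-Fluor read on the same wells flagged cytotoxicity.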
CCT modulator – changes cytosolic chaperonin activity; purified chaperonin ATPase assay, HTRF ADP detection, 30 min; activity change, % (concentration not given with the values), hits read low; 360,000 compounds, 0.3% hits; AID 651819; in the data active = activity change below about -30%; note: % is set by controls: 0 for no effect and ±100 for the full control effect
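TRiC at 40 or 20 nM final (batch-dependent) in 30 mM Tris pH 7.4, 100 mM KCl, 5 mM MgCl2, 1 mM DTT, with compound at single 76 uM and 10 uM ATP, 30 min at 37 deg C. ADP detected by HTRF Transcreener, 665/615 ratio.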
Akt phos inh – blocks phosphorylation of Akt; Neuro2A IGF-stimulated pAkt S473 HTRF, 20 min; hits give low values; AID 651550; 360,000 compounds, 0.32% hits; activity change, % for hits at 50 µM; in the data active = activity change below about -80%; inconclusive = mostly about -51% to -80%; note: % is set by controls: 0 for no effect and ±100 for the full control effect
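Neuro2A cells (4,500/well, DMEM with 0.5% FBS) were treated with compound at a single 50 µM final concentration, stimulated with 6 nM IGF for 20 min at 37 °C, and lysed. Phospho-Akt Ser473 was read by HTRF as 665/615 ratio ×10^4.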
EPAC2 antag – EPAC2 (human) antagonism; Potency, µM (doses to about 114 µM), without a hit: at the highest dose activity, negative = inhibition, most hits filed as inhibitors; EPAC2 GEF exchange of Rap1B-BODIPY-GDP, fluorescence; 360,000 compounds, 0.18% hits; AID 720708; note: potency is the fitted concentration of half-maximal effect; % is set by controls: 0 for no effect and ±100 for the full control effect; nearly all actives have a fitted effect of over 45% in size; many of its hits are not listed in these tables
TGFb inhibitor – blocks TGF-b signaling; HepG2 CAGA-GFP TGF-b/SMAD3 reporter, GFP fluorescence, 18 h; TGF-beta stimulated, 500 pg/mL final; Potency, µM (titrated, usually from 46.1 µM), without a hit: at the top dose activity, negative = inhibition, hits mostly inhibitors; 410,000 compounds, 1.2% hits; AID 588855; note: potency is the fitted concentration of half-maximal effect; % is set by controls: 0 for no effect and ±100 for the full control effect; nearly all actives have a fitted effect of over 65% in size
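HEPG2 CAGA-GFP reporter cells (1000/well, DMEM with 1% FBS) received compounds, then recombinant TGF-beta at 500 pg/mL final for 18 hours at 37 degrees C. Per-cell GFP summed per well was normalised to unstimulated and stimulated DMSO controls before curve fitting.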
A549 viability – A549 cytotoxicity, counter-screen for Nrf2 inhibitors | A549 ARE-Fluc cells, CellTiter-Fluor viability, 18-24 h | 390,000 compounds, 0.16% hits | Potency, µM (titrated, usually from 46 µM), inactives show at the top dose activity change, negative = cytotoxicity, actives largely listed as inhibitors; note: potency is the fitted concentration of half-maximal effect; % is set by controls: 0 for no effect and ±100 for the full control effect
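A549 ARE-Fluc cells in 5% FBS OPTI-MEM, 5000 cells/well, rested 2 h then exposed to compounds in concentration-response for 18-24 h at 37 °C. Viability by CellTiter-Fluor fluorescence (Ex 405/Em 525) after 30 min; luciferase luminescence (BugLite, 15 min, RT) read afterwards.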
Mm-Cpn inhibitor – inhibitors of Methanococcus maripaludis chaperonin (MmCpn); purified Mm-Cpn ATPase, ADP Transcreener TR-FRET; Potency, µM (titrated, usually from 76.9 µM), inactives show at the highest dose activity, negative = inhibition, most hits filed as inhibitors; 330,000 compounds, 0.031% hits; AID 504842; note: potency is the fitted concentration of half-maximal effect; % is set by controls: 0 for no effect and ±100 for the full control effect; nearly all actives have a fitted effect of over 80% in size
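ATPase read-out: TR-FRET ADP immunoassay (anti-ADP Eu cryptate vs ADP-d2), ex 320 nm, em 590/665 nm; signal drops as ADP forms. Enzyme 25 nM, ATP 10 uM, 30 min at 37°C after 10 min compound preincubation.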
* = called active by the depositor; i = inactive; ? = inconclusive; . = no result given; & = joins results of further samples; [ ] = dose if it differs, or a comment. Unless noted, calls come from the whole dose curve; as a rule, active = well fitted curve in the direction sought with a large enough effect; inconclusive = small, poorly fitted or top-dose-only effect, or another doubt; inactive = no such curve, though single readings can be large; an effect the other way counts as inactive or inconclusive. Only part of the results is shown; rates above refer to the full screens.

SMILES | EPAC2 ag | Nrf2 activator | Nrf2 block | CCT modulator | Akt phos inh | EPAC2 antag | TGFb inhibitor | A549 viability | Mm-Cpn inhibitor
C[C@]12C(=O)N(c3cccc(Cl)c3)C(=O)N1[C@@H]1c3ccccc3OC[C@@H]1[C@H]2c1ccccc1 | 12% | 0.0% | 5% | -2.6 | i | -11% | 5% | -5% | 0%
COc1ccc(NC(=O)CC2C(=O)N(c3ccc(F)cc3)C(=O)N2Cc2ccc3c(c2)OCO3)cc1 (configuration not stated) | . | 0.8% | 3% | . | . | . | -15% | 2% | .
CCn1c(COc2ccc(OC)cc2)nc2ccccc21 | 0% | 0.7% | 3% | -2.0 | i | -9% | 33%[activator] | -5% | -1%
O=C(NN=Cc1ccccc1C(=O)O)C(=O)NN=Cc1ccccc1C(=O)O | 8% | -2.4% | -6% | 1.6 | i | -7% | 2% | 3% | .
Cc1cc(C)nc(-n2nc(C)c3c2NC(=O)CC3c2cccc(O)c2)n1 (configuration not stated) | . | 0.6% | 8% | . | . | . | 1% | -1% | .
O=c1[nH]c2c(=O)[nH]cnc2nc1-c1ccccc1 | 3% | -0.5% | -9% | 0.0 | i | -19% | 33%[activator] | ? | .
O=C(CNS(=O)(=O)c1cccc2nonc12)NCc1ccc(F)cc1 | -1% | -0.5% | 3% | -1.5 | i | 5% | -20% | 2% | 1%
O=C(Nc1nnc(SCc2cccnc2)s1)C1CC(=O)N(c2ccc(F)cc2)C1 (configuration not stated) | 11% | -1.3% | -12% | -0.3 | i | -4% | -28% | 7% | 0%
COc1ccc(C(=O)C2CCCN(C(=O)c3ccc(OC)o3)C2)c(C)c1 (configuration not stated) | 14% | 5.8% | 0% | -4.4 | i | -1% | -12% | 4% | .
COc1cccc(NC(=O)COC(=O)CC(NC(N)=O)c2ccc(Cl)cc2)c1 (configuration not stated) | -11% | 0.4% | 10% | 1.8 | i | -5% | 2% | 4% | 0%
O=C(Nc1ncccc1Cl)c1ccccc1F | 3% | 4.1% | 37% | 2.4 | i | 15% | 2% | -4% | 1%
CN=C1S/C(=C\c2ccc(N3CCOCC3)c(F)c2)C(=O)N1C | -2% | 4.0% | -24% | -1.6 | i | -6% | 13% | -17% | -1%
Cc1ccc(C(=O)Nc2nnc(S(=O)(=O)N3CCN(c4ccc(F)cc4)CC3)s2)cc1 | 6% | -1.1%&0.2% | 2%&29% | -2.5 | i | 1% | 14%&9% | 4%&-2% | 1%
Cc1onc(-c2ccccc2)c1C(=O)Nc1nnc(N(C)Cc2ccccc2)s1 | 6% | 3.5% | 13% | 0.6 | i | -8% | -15% | 9% | 1%
COc1cc(C=NNc2ccc(S(=O)(=O)Nc3ccccc3C(=O)O)cc2[N+](=O)[O-])ccc1O | -16% | -0.4% | 5% | 0.8 | i | ? | -17% | -19% | 1%
Nc1nc(SCC(=O)NCCC(c2ccccc2)c2ccccc2)n[nH]1 | -11% | 0.1% | . | -2.9 | i | 4% | 10% | -4% | -1%
CCN1CCN(CCc2nc3cc([N+](=O)[O-])ccc3n2C)CC1 | 1% | -0.1% | 1% | 0.3 | i | 1% | 3% | 2% | 1%
COc1ccccc1CNC(=O)COc1ccc(Br)c(C)c1 | 12% | 0.2% | 2% | 0.8 | i | -28% | -15% | 12% | 3%
O=C(NC1CCCCC1)C(c1ccc(F)cc1)N(Cc1ccco1)C(=O)c1ccccn1 (configuration not stated) | -2% | -1.3%[9.22 µM] | -31% | -0.5 | i | -9% | -7% | -3% | 0%
CC(C)OCCCNC(=O)CCC(=O)NNc1nc2ccccc2c2nc(-c3ccccc3)nn12 | -14% | 0.9% | 19% | -3.6 | i | -3% | -16% | -13% | 1%
COc1cc(C#Cc2ccc3cc(C(C)(C)O)oc(=O)c3c2)cc(OC)c1 | 3% | 0.5% | -23% | -1.9 | i | -25% | -8% | 0% | -14%
COC(=O)C1CCc2c(ccc3c2CCCC3)C1=O (configuration not stated) | 14% | 2.0% | ? | -2.1 | i | -29% | 9% | 2% | .
CCOC(=O)C1=CCN(S(=O)(=O)c2cccc(Cl)c2)C1c1ccc(F)cc1 (configuration not stated) | 7% | 5.8% | . | 1.4 | i | -22% | ? | . | .
Cc1nc2ccccc2c2oc(C(=O)NCCCN3CCC(C)CC3)cc12 | -3% | 19% | ? | -0.5 | i | 17% | 8% | ? | 1%
Cc1ccc(Oc2ccc(-c3nc(N)nc(N)n3)cc2)cc1C | 16% | 2.7% | ? | -0.6 | . | 5% | 0% | -8% | 0%
N=C1S/C(=C\c2ccc(-c3ccccc3C(=O)O)o2)C(=O)N1c1ccc2c(c1)OCO2 | 10% | -0.6% | -1% | -5.1 | i | -12% | -5% | ? | -6%
CC(C)Oc1ccc(CCc2n[nH]c(=S)n2-c2ccccc2)cc1 | 2% | 2.0% | -22% | -4.8 | i | 6% | -6% | 8% | 1%
Cc1ccccc1C(=O)NCCCNC(=O)c1cnccn1 | 4% | -0.2% | -10% | 0.9 | i | 1% | 6% | 0% | 2%
O=C(Cc1ccccn1)c1ccncc1 | 3% | 3.8% | -12% | -1.2 | i | 5% | 32%[activator] | 8% | .
COc1ccc(NC(=O)c2cccc3c2C(=O)N(CC2CCCO2)C3)cc1OC (configuration not stated) | 8% | 5.2% | -16% | 0.1 | i | 0% | 5% | -2% | 1%
CCCN1C2CCCC1CC(NC(=S)NCCCOCC)C2 (configuration not stated) | -7% | 0.3% | 1% | 2.3 | i | 1% | 2% | 4% | 0%
Cc1ccc(-n2nc(C)c(C(=O)NCCCN3CCN(c4ccc(F)cc4)CC3)c2-n2cccc2)cc1 | . | -2.6% | ? | . | . | . | -89% | -19% | .
c1cc2c(cc1C1CCCN1)OCCCO2 (configuration not stated) | 2% | 5.9% | 9% | 1.8 | i | 0% | ? | 4% | 2%
S=c1[nH]nc(-c2ccc3ccccc3n2)n1-c1ccccc1Cl | -1% | 0.9% | -16% | 0.3 | i | -5% | 0% | ? | -1%
CN(C)c1ccc(NC(=O)CSc2nc(C3CC3)nc3ccccc23)cc1 | -6% | 0.8% | ? | -0.3 | i | -21% | -11% | -4% | 0%
CCOc1ccc(CNC(=O)c2[nH]c3ccccc3c2Sc2ccc(C)cc2)cc1 | . | 1.9% | ? | . | . | . | 7% | 3% | .
CC(C)(C)NC(=O)NCCc1ccccc1 | 11% | -0.8% | ? | -1.0 | i | 4% | 4% | -2% | 4%
CCCS(=O)(=O)N1CCC(C(=O)Oc2ccc(OC)cc2)CC1 | -1% | 0.0% | 0% | 0.1 | i | -19% | 2% | 4% | 0%
COc1ccc(N(CC(=O)NC2CCCCCC2)S(=O)(=O)c2c(C)nn(C)c2C)cc1 | -3% | 0.0% | ? | -1.6 | i | -13%[57.1 µM] | 14% | -18% | 0%
CCNC(=S)NNC(=O)c1cc(Br)cs1 | 6% | -0.5% | -3% | -0.9 | i | 9% | ? | 2% | -3%
C[C@H](CO)N1C[C@H](C)[C@@H](CN(C)Cc2ccc3c(c2)OCO3)Oc2c(NS(=O)(=O)c3cn(C)cn3)cccc2C1=O | 4% | 0.7% | -3% | 1.8 | i | 14% | ? | 2% | 1%
COc1ccc(-c2oc3cc(O)c(OC)c(O)c3c(=O)c2OC)cc1 | 1% | 9.5% | 2% | -0.6 | i | -19% | 10% | -2% | 1%
CC(C)OC(=O)N(C)C[C@@H]1OCc2cnnn2CCCC(=O)N([C@H](C)CO)C[C@H]1C | -1% | 0.6% | . | 1.4 | i | -7% | 7% | . | .
CCOc1ccccc1CNC(=O)c1cc2c(=O)n(Cc3cccnc3)ccc2nc1C | . | 4.4% | -23% | . | . | . | -27% | 3% | .
CC1CCN(S(=O)(=O)c2ccc3ccccc3c2)CC1 | 14% | 3.4% | ? | 0.2 | i | -12% | 1% | -8% | 1%
COc1ccc(/C=C/c2nc(S(=O)(=O)c3ccccc3)c(N(C)C)o2)cc1 | 20% | 0.5% | ? | -2.7 | i | 1% | 1% | ? | -10%
COc1ccc(C(O)c2nc(-c3cc(F)cc(F)c3)cs2)cc1 (configuration not stated) | ? | 4.5% | . | 1.1 | i | -12% | 3% | . | .
COc1ccc(NC(=O)C2CCC(=O)N2)cc1 (configuration not stated) | -1% | -0.1% | . | -1.8 | . | -10% | -5% | 8% | -4%
CN(C)c1ccc(CC(=O)N2CCCC(c3cc(C(=O)Nc4ccccc4)no3)C2)cc1 (configuration not stated) | 10% | 3.8% | . | -2.3 | i | 1% | 18% | . | .
Cc1ccc2oc(C(=O)N3CCN(Cc4ncccc4C)CC3)c(C)c2c1 | 13% | -0.2% | 0% | -1.3 | i | 8% | -5% | -2% | -4%
CCOCCCNC(=O)c1c(C)[nH]c(C(=O)OCC)c1C | 14% | -0.4% | 2% | 0.0 | i | -2% | 16% | 2% | 0%

A second format for part of the listing above:
mol,EPAC2 ag,Nrf2 activator,Nrf2 block,CCT modulator,Akt phos inh,EPAC2 antag,TGFb inhibitor,A549 viability,Mm-Cpn inhibitor
O=C(Nc1nnc(SCc2cccnc2)s1)C1CC(=O)N(c2ccc(F)cc2)C1 (configuration not stated),11%,-1.3%,-12%,-0.3,i,-4%,-28%,7%,0%
COc1ccc(C(=O)C2CCCN(C(=O)c3ccc(OC)o3)C2)c(C)c1 (configuration not stated),14%,5.8%,0%,-4.4,i,-1%,-12%,4%,.
COc1cccc(NC(=O)COC(=O)CC(NC(N)=O)c2ccc(Cl)cc2)c1 (configuration not stated),-11%,0.4%,10%,1.8,i,-5%,2%,4%,0%
